HSP90 inh: inhibitors of HSP90 luciferase refolding in rabbit reticulocyte lysate. luciferase refolding luminescence, 3 h. 290,000 tested, 0.91% active. inhibition, % at 5.6 µM;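 active means inhibition above the screen-wide mean plus 3 SD, computed separately per campaign, cut at about 16% in these data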;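 further: 0% = DMSO wells and 100% = 60 µM geldanamycin wells; inhibitors lower the luminescence because luciferase stays unfolded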
PolyA inh: inhibitors of polyadenylation in S. cerevisiae | calls only at 12 µM | S. cerevisiae SKY197-pL101 polyadenylation reporter, beta-gal luminescence; efflux-impaired pdr1/pdr3 knockout yeast; score 100 = 6 SD above DMSO | AID 1875 | 300,000 tested, 0.02% active;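 active means lowest replicate activity score at least 50, where 100 means six control SD above control mean; inconclusive means lowest score under 50 but half or more replicates reach 50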;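 further: yeast exposed to compound for 9 h at 30 °C; higher score means more reporter readthrough which indicates perturbed polyadenylation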
GSK3 alpha inh: blocks human GSK-3 alpha kinase | P49840 | ADP-Glo luminescence, 60 min | inhibition, % at 10 µM | 320,000 tested, 0.1% active;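 in the data active means inhibition above about 50%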;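 further: GST-tagged GSK-3 alpha with peptide substrate and 25 µM ATP; 0% = DMSO neutral wells and 100% = GW8510 positive control wells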
HSF1 inh: HSF1 inhibition; 300,000 tested, 0.77% active; NIH3T3-HGL HSE-luciferase, MG132-induced, luminescence 8 h; active compounds read low; activity change, negative = inhibition, % at 7.5 µM (by protocol);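 active means more than half of replicate wells show activity change below -50%, luminescence cut by over half; inconclusive means some wells, but at most half, below -50%; inactive means no replicate well below -50%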;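 further: luciferase reports HSF-1 transcriptional activity via heat shock element; 0% = median of DMSO wells and -100% = zero luminescence signal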
HDAC3 inh: inhibitors of human histone deacetylase 3 | O15379 | recombinant HDAC3, fluorogenic peptide/trypsin coupled, fluorescence | inhibition, % at 8.3 µM | 320,000 tested, 0.15% active | AID 2718; in the data active means inhibition above about 26%, passing the limit was not always enough; inconclusive means no clear call, values can overlap the other calls
Target sequence (O15379 whole entry, looked up): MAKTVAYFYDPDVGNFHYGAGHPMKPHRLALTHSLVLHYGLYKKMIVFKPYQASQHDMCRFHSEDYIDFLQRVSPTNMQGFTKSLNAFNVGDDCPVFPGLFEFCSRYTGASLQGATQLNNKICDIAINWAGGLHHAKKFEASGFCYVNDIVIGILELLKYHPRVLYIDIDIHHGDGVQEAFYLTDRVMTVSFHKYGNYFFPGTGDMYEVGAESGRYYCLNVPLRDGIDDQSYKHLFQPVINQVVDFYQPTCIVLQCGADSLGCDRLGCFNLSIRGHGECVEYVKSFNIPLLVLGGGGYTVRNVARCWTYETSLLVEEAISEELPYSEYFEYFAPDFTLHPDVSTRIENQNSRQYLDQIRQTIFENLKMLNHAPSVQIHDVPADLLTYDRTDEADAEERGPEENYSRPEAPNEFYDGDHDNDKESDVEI
AI-2 QS mod: modulators of Vibrio harveyi AI-2 quorum sensing system | activity change, % at 7.5 µM | Vibrio harveyi JMH597 AI-2 luminescence/OD600 ratio, 9 h; active compounds read low; strain lacks LuxN and CqsS sensors; 0 = neutral-control median | AID 2094 | 300,000 tested, 0.4% active; in the data active means activity change below about -75%, passing the limit was not always enough; inconclusive means no clear call, values can overlap the other calls;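 further: luminescence divided by OD600 gain over 9 h not by final OD600 alone; inactives centre near 13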
Platelet DG rel: platelet dense granule release activity; human platelet-rich plasma, SFLLRN dense granule ATP release, luminescence; inhibition, %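 (compounds screened at 7.5 µM in platelet-rich plasma)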; 300,000 tested, 0.22% active; AID 1663;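 active means mean replicate score, as percent of positive control, at or above 50; inconclusive means mean below 50 but at least one replicate at or above 50; inactive means mean and every replicate below 50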
GSK3B inh: inhibitors of human GSK3beta kinase; activity score (negative = inhibition), % at 10 µM; P49841; GST-GSK3beta kinase, ADP-Glo luminescence, 60 min; active compounds read low; 300,000 tested, 0.038% active;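 active means more than half of replicate wells score below -50%, meaning over 50% inhibition versus plate controls; inconclusive means some replicates but at most half score below -50%; inactive means no replicate scores below -50%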;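 further: 0% = median DMSO wells and -100% = median GW8510 positive control wells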
Target sequence (P49841 whole entry, looked up): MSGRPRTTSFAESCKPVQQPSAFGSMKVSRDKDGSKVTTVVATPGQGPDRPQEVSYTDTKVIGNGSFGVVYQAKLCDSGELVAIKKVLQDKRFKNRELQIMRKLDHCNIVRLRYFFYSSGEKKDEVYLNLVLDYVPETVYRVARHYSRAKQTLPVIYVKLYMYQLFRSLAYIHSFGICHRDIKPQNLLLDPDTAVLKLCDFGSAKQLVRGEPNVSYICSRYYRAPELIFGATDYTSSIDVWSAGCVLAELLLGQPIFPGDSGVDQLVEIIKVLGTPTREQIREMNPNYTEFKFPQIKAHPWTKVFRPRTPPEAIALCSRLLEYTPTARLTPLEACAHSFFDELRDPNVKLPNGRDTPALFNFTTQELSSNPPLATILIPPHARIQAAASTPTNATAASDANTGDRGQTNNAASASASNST
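Test system: GST-fused GSK3beta enzyme, cell-free | Quantity: 1.6 ng GST-GSK3beta enzyme per well | Reagent: 25 µM ATP with peptide substrate | Schedule: 60 min enzyme reaction, room temperature | Signal: Luminescent ADP-Glo measurement of ADP formed | Read-out basis: Score relative to plate controls | Control set: DMSO and 20 µM GW8510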
HSF-1 act: increases HSF-1 driven luciferase reporter signal; activation, % at 9 µM; 300,000 tested, 1.7% active; NIH3T3-HGL HSF-1 luciferase reporter, MG132, 8 h; 100% = twice DMSO control signal;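 active means mean replicate activation of at least 50% with a set share of replicates each reaching 50%; inconclusive means only one of those two conditions met; inactive means mean below 50% and too few replicates reaching it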;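 further: 0% = median of the neutral control wells and 100% = twice that signal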
DYRK1A inh: inhibitors of rat Dyrk1A kinase | AID 504441 | ADP-Glo luminescence, NFATc1 peptide | Q63470 | inhibition, % at 12.5 µM | 310,000 tested, 0.43% active; in the data active means inhibition above about 50%;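 further: plate controls were vehicle with enzyme for no effect and no enzyme for full effect; many of its hits are not listed in these tables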
The depositor's hits bear a star; i = inactive; u = inconclusive; x = not tested or not shown. Some of the compounds tested; the hit share may differ from the screen's.

SMILES | HSP90 inh | PolyA inh | GSK3 alpha inh | HSF1 inh | HDAC3 inh | AI-2 QS mod | Platelet DG rel | GSK3B inh | HSF-1 act | DYRK1A inh
O=C(Nc1ccc2c(c1)OCO2)C1CCCCN1S(=O)(=O)c1ccccc1 (centres undefined) | 1.2 | i | -3.6 | -4.9 | 0.4 | 29.3 | 0.9 | 1.6 | 14.3 | -6.6
COc1cccc(CNC(=O)C2CCN(c3nn4c(=O)cc(C)nc4s3)CC2)c1 | -0.7 | i | 0.5 | 0.5 | 1.8 | 9.1 | 1.8 | -3.7 | 10.3 | 6.3
COc1ccccc1CNC(=O)c1cc2c(C)nn(Cc3ccc(F)cc3)c2s1 | 2.4 | x | x | 3.1 | 6.5 | -27.9 | -0.9 | 0.1 | 32.2 | -0.3
Oc1oc(-c2ccccc2)nc1C=NCc1ccncc1 | 2.5 | i | 3.6 | -0.4 | 9.2 | 12.4 | -4.4 | -0.9 | -12.5 | 18.4
Cc1cc(C)n2nc3ccccc3c2n1 | 0.7 | i | -3.6 | x | -0.1 | 9.2 | -3.0 | -2.8 | x | -1.1
COc1cc(/C=C/C(=O)N2CCN(Cc3ccccc3)CC2)cc(OC)c1OC | 8.7 | i | -2.9 | 3.8 | -1.4 | 1.6 | 3.7 | -1.6 | -10.1 | -3.2
NC(=O)c1cnn2c(C(F)(F)F)cc(-c3ccc(F)cc3)nc12 | -0.3 | i | 4.1 | -7.3 | -1.2 | 29.4 | 1.7 | -0.5 | 10.7 | -0.1
COc1ccccc1CNC(=O)CSc1nnc2c(n1)[nH]c1ccc(F)cc12 | -1.6 | i | -2.9 | 2.9 | -2.2 | 13.4 | -5.7 | 0.8 | 8.7 | -0.7
CCCCN(C(=O)c1cccc(S(=O)(=O)N2CCN(Cc3ccccc3)CC2)c1)c1ccccc1 | 5.7 | i | -1.2 | 10.6 | -1.2 | 15.7 | 18.3 | 2.4 | 14.7 | 0.7
N/C(=N\OC(=O)COc1ccc([N+](=O)[O-])cc1)c1cccnc1 | 0.0 | i | 0.2 | 1.8 | -0.6 | 8.6 | 2.8 | 1.3 | -4.2 | 0.9
N#C/C(=C/c1cccc(O)c1)C(=O)NCc1ccc(Cl)cc1 | 0.8 | i | -1.1 | 11.3 | 1.9 | -15.3 | 2.7 | 0.3 | 23.3 | -4.5
O=C(COC(=O)Cc1ccsc1)NCc1ccc(Cl)cc1 | 0.9 | i | -1.7 | -2.4 | 7.5 | 9.9 | -4.1 | 1.1 | 8.0 | -2.3
Cc1ccc(S(=O)(=O)NC2CC2)s1 | 3.1 | i | -0.6 | -5.8 | -7.4 | 9.2 | -15.0 | -24.6 | -7.2 | -1.0
CCOC(=O)c1[nH]nc(-c2c(O)cc(C)cc2O)c1-c1csc(C)n1 | 4.2 | i | -3.5 | -1.2 | 0.6 | 24.7 | u | 5.0 | -6.9 | -14.3
Cc1ccc(N2CCN(CCCCN3C(=O)C4CCCN4C3=O)CC2)cc1 (centres undefined) | 0.6 | i | -0.8 | 5.0 | 2.1 | 21.4 | 12.6 | -4.2 | -5.3 | x
CCOc1cc(C(=O)N/N=C/C2CC=CCC2)cc(OCC)c1OCC (centres undefined) | 2.8 | i | 0.1 | -3.6 | -4.5 | 2.2 | -0.2 | 1.2 | -18.9 | 4.8
O=C(O)CCC(=O)Nc1sc2c(c1C(=O)Nc1cccc3ccccc13)CCCCC2 | -0.4 | i | -2.6 | 9.7 | 3.7 | 7.4 | -9.9 | 2.5 | 21.7 | -55.3
CC(Cl)C(=O)c1c[nH]c2ccccc12 (centres undefined) | -3.6 | i | -0.3 | 4.2 | 6.6 | -54.5 | 24.7 | 4.1 | 1.7 | 3.6
Cc1csc2ncc(C(=O)NCCc3ccccc3)c(=O)n12 | -1.2 | i | -0.7 | 15.0 | -21.1 | -2.6 | 12.0 | 0.4 | 39.2 | 1.3
CC(=O)NC(C)C12CC3CC(CC(CC(=O)O)(C3)C1)C2 (centres undefined) | 0.2 | i | 0.9 | -5.3 | -1.6 | 14.2 | -1.7 | -3.3 | -3.2 | -2.3
Fc1ccc(NC(=S)NC2CC3CCC(C2)N3Cc2ccco2)cc1 (centres undefined) | -3.8 | i | -1.1 | -0.9 | 4.0 | 3.1 | -0.2 | -1.2 | 3.4 | -1.1
CCOc1ccccc1CNC(=O)c1ccc2c(c1)N(CC)CCS2 | -3.4 | i | -3.4 | 31.2 | -61.0 | 23.3 | 20.7 | -0.7 | 40.3 | 7.8
COc1ccc(C(=O)Nc2ccc(N3CCN(C(=O)c4ccccc4)CC3)cc2)cc1[N+](=O)[O-] | 4.1 | i | x | -5.9 | 5.6 | x | 0.6 | x | -2.4 | -0.7
COc1ccccc1-n1cn[nH]c1=S | -1.8 | i | -4.0 | -6.1 | 10.2 | 14.5 | 8.2 | -0.7 | -12.3 | 5.8
Cc1cc(/C(N)=N/OC(=O)c2ccc(Cl)cc2)no1 | 8.3 | i | 0.4 | 31.7 | 1.6 | -9.0 | 11.2 | 2.0 | 63.9* | 10.0
CCOc1ccccc1OCC(=O)Nc1nc2ccccc2[nH]1 | 1.0 | i | -1.2 | -2.3 | -0.1 | 9.7 | 2.2 | 0.3 | -1.9 | 2.2
CC(C)OC(=O)CSc1nnc(-c2ccncc2)n1N | -2.5 | i | 5.4 | -3.3 | 1.6 | 29.0 | 9.7 | 1.9 | -3.4 | 2.7
C/C(=N\NC(=O)c1csc(C)c1C)c1ccc(Cl)s1 | -4.2 | i | -2.0 | 9.6 | 2.1 | 1.7 | -5.3 | 2.6 | 20.6 | -3.0
COc1ccc(C(O)CNc2ccc(C)cc2)cc1 (centres undefined) | -1.1 | i | -1.6 | 1.0 | 4.7 | -10.3 | 0.9 | 1.0 | 4.9 | -10.7
CCOCc1nnc(NC(=O)C2c3ccccc3Oc3ccccc32)s1 | -3.1 | i | -0.4 | 1.7 | 1.6 | 5.5 | 11.2 | -3.6 | 7.3 | 1.8
O=C(O)CCC(=O)Nc1ccc(-c2nnc(-c3ccco3)o2)cc1 | 0.9 | i | 0.9 | -7.8 | -61.8 | 8.2 | 0.7 | 3.3 | -6.8 | 3.9
CC(C)CC(NC(N)=O)C(=O)NCCc1ccc(Cl)cc1 (centres undefined) | 4.7 | i | 2.7 | -11.1 | 3.4 | 7.4 | -4.5 | -1.1 | 16.1 | 0.6
COc1cccc(-n2c(C)nnc2SCC(=O)Nc2ccccc2N2CCOCC2)c1 | 1.7 | i | -1.8 | 9.5 | 2.2 | 17.7 | -2.5 | -0.6 | 43.1 | -0.9
CCCCNC(=O)c1cn(CC(C)C)c(=O)c2c1c1ccccc1n2C | 3.2 | i | 0.8 | 0.9 | -3.3 | -2.1 | -4.3 | 1.0 | 10.0 | -2.0
Cc1ccccc1CN1CCN(CC(=O)NC(C)c2ccccc2)CC1 (centres undefined) | 5.5 | i | -2.0 | 1.5 | -0.9 | 6.0 | 0.0 | -1.2 | -2.3 | 7.0
COc1ccc(/C=N/NC(=O)C(=O)N2CCCCCC2)cc1O | 5.7 | i | -1.5 | -25.1 | 4.4 | 20.7 | -0.2 | 4.7 | -37.7 | 1.3
CCN1CCN(C(=O)CN(CC)S(=O)(=O)c2ccc(F)cc2)CC1 | 4.0 | i | 1.8 | 1.6 | 8.8 | 13.9 | -5.7 | 1.0 | -17.5 | -3.3
Oc1c(Br)cc(Br)cc1C=NCc1ccccc1 | -3.3 | i | -2.2 | -1.8 | 5.1 | -5.0 | -1.6 | 0.6 | -7.6 | -5.4
COc1ccc(CCNS(=O)(=O)c2cc3c4c(c2)CCN4C(=O)CC3)cc1OC | x | i | x | 7.3 | x | 40.2 | 4.1 | 5.0 | 21.9 | 2.8
Cc1c(C)c2ccc(OCC(=O)N3CCC(C(=O)O)CC3)c(C)c2oc1=O | -1.4 | i | 1.6 | -3.2 | -42.8 | 5.4 | 4.7 | 0.7 | 9.7 | -0.5
COc1cc2c(C#N)c(N3CCN(c4ccccc4OC)CC3)nc(N)c2c(N)n1 | 2.6 | i | x | 9.0 | -7.2 | 30.6 | 0.1 | -0.5 | 1.4 | 1.9
COCc1ccc(C(=O)N2CCCC(C(=O)c3ccc(SC)cc3)C2)o1 (centres undefined) | -2.5 | i | 0.0 | -4.6 | 6.8 | 19.2 | 0.7 | 2.4 | -15.2 | 4.6
CCOCCn1c(CN2CCN(c3ccccc3)CC2)nc2c1c(=O)n(C)c(=O)n2C | -0.7 | i | 2.3 | -5.0 | 3.8 | 20.3 | -4.0 | 0.9 | -4.0 | -1.3
OCCn1c(Cl)nc2ccccc21 | -2.0 | i | -0.8 | 4.2 | 4.9 | 0.6 | -2.6 | -3.4 | 6.1 | -1.1
Cc1cc(C(F)F)nn1CC(=O)NCc1ccco1 | -3.1 | i | -1.6 | 4.0 | -5.3 | 12.6 | -8.7 | 1.8 | -11.0 | -0.1
Cc1csc(NC(=O)c2cncc(Br)c2)n1 | -1.3 | i | -0.5 | 1.8 | -4.8 | 1.1 | -4.8 | -4.9 | 9.7 | -1.4
CCOC(=O)C(C)Sc1nnc(Cc2cc(=O)[nH]c(=O)[nH]2)n1-c1cccc(OC)c1 (centres undefined) | 0.1 | i | -1.4 | 0.2 | -4.9 | 7.9 | -4.3 | 2.3 | -7.1 | -2.3
O=C(COC(=O)c1ccccc1OCc1ccccc1Cl)NC1CC1 | -2.5 | i | -0.1 | 4.9 | -0.2 | -11.3 | 0.7 | 1.2 | 15.6 | -0.7
Cc1nc(-c2ccc([N+](=O)[O-])cc2)c(-c2ccccc2)o1 | 10.2 | i | 1.0 | 7.2 | -10.7 | 19.1 | 6.5 | 3.4 | -16.1 | 0.3
O=C(Cc1cscn1)c1ccc(O)cc1O | -2.6 | x | -3.2 | x | 7.6 | x | x | x | x | -1.6
COc1ccccc1-n1cnc(N)c1C(=O)c1ccccc1 | -3.0 | i | -6.1 | -31.7 | 6.0 | 26.3 | 1.2 | -1.9 | -46.6 | -5.4
CCSc1nnc(Cc2cc(=O)[nH]c(=O)[nH]2)n1-c1ccc(F)cc1 | -7.9 | i | 0.0 | -1.1 | 4.6 | 4.6 | 25.2 | 1.1 | 2.6 | 2.5
Cc1nc2sc(C(c3cccc(F)c3)N3CCCCC3)c(O)n2n1 (centres undefined) | 6.0 | i | -0.4 | -0.4 | -1.9 | -7.1 | -5.8 | -3.7 | 8.0 | 3.8
COC(=O)[C@@H]1C(c2c(OC)cc(OC)cc2OC)=NO[C@H]1C(=O)OC | 0.3 | i | -0.9 | -2.0 | -0.7 | 37.6 | 21.9 | 2.0 | -6.5 | 22.4
Cc1cc2c(ncn2Cc2ccccc2)c([N+](=O)[O-])c1C | -0.4 | i | 5.7 | -3.7 | -3.7 | 58.1 | 3.3 | 1.6 | -22.8 | 34.2
COc1ccccc1C(=O)Oc1ccccc1C(=O)Nc1ccccc1 | -1.9 | i | -0.5 | 4.1 | 1.1 | 1.0 | -22.2 | -0.2 | 20.5 | 1.9

Screening results (PubChem)
